High-throughput results deposited in PubChem BioAssay by National Center for Advancing Translational Sciences (NCATS).
PI5P4Ka inh: blocks human PI5P4K alpha kinase activity | PI5P4Kalpha enzyme, ADP-Glo luminescence, 60 min; active compounds read low | AID 652105 | 330,000 tested, 1.2% active | max response, %; active = max response of -50% or lower; inconclusive = between -30% and -50%; inactive = -30% or higher; also: value at the top dose of about 77 µM; % is scaled to controls: 0 for no effect and ±100 for the full control effect
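PI5P4Kalpha ADP-Glo assay; 5 microM ATP final; 60 min RT reaction; HEPES pH 7.4/EGTA/CHAPS, 5% DMSO; controls lacking substrate or enzyme; luminescent end-point.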
GLP1R inv ag: inverse agonists of human GLP-1 receptor. AID 624417. Potency, µM (titrated, usually from 38.3 µM), without a hit: top-dose activity change, negative = inhibition, usual class: inhibitors. 410,000 tested, 1.6% active. P43220. HEK293 GLP-1R CRE-luciferase, luminescence, 24 h; GLP-1R form is constitutively active; also: potency is read from the fitted curve at half-maximal effect; % is scaled to controls: 0 for no effect and ±100 for the full control effect; nearly all actives have a fitted effect of over 55% in size
Target sequence (P43220 whole entry, looked up): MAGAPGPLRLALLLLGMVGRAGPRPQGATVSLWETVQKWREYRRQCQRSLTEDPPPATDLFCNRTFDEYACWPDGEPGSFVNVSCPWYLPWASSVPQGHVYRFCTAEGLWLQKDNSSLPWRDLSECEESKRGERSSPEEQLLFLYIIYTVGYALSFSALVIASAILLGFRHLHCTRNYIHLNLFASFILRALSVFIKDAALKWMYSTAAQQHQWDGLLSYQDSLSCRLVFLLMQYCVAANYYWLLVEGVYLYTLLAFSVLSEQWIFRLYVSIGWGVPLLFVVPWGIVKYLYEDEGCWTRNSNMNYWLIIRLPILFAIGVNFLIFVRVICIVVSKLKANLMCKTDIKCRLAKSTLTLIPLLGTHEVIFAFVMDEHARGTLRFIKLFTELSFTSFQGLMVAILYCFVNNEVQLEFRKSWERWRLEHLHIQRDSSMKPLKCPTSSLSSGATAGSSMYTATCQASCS
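Luminescence readout: a drop in cAMP-driven luciferase signal flags inverse agonism at a constitutively active GLP-1R stably expressed in HEK293. Compound exposure lasted 24 hr at 37 deg C, 5% CO2.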
PTHR1 ag: activates the human parathyroid hormone receptor PTHR1 | HEK293 GP2 PTHR1 cells, GloSensor cAMP luminescence, 1 h | 410,000 tested, 0.075% active | Potency, µM (titrated, usually from 115 µM), for inactives: top-dose activation, most hits filed as activators | AID 743266; also: potency is read from the fitted curve at half-maximal effect; nearly all actives have a fitted effect of over 55% in size; some results filed as inactive show a strong effect at the top dose; inactives centre near -15; many of its hits are not listed in these tables
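HEK-293-derived GP2 cells expressing PTHR1 and a GloSensor cAMP reporter, 3,000/well, plated overnight, given luciferin plus IBMX (each 0.5 mM as added) for 1 h at 37 °C, then compound for 1 h at 37 °C. Luminescence was read after 15 min at room temperature.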
EPAC1 antag: antagonists of human EPAC1; AID 720709; EPAC1 GEF assay, Rap1b-BODIPY-GDP exchange fluorescence; Potency, µM (doses to about 115 µM), for the others: at the highest dose activity change, negative = inhibition, most hits filed as inhibitors; 360,000 tested, 0.14% active;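 also: potency is read from the fitted curve at half-maximal effect; plate controls were vehicle for no effect and positive control for full effect; nearly all actives have a fitted effect of over 50% in size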
GLP-1R agonist: GLP-1 receptor (human) agonism; P43220; HEK293 GLP-1R CRE-luciferase, luminescence, 4-6 h; cells express a hypersensitive GLP-1R form; Potency, µM (series often up to 45.6 µM), for the others: top-dose activation, hits mostly activators; 380,000 tested, 0.007% active; also: potency is read from the fitted curve at half-maximal effect; % of control where 0% means no effect
IL-2 act: activators of IL-2 | IL-2 activation reporter assay, cell-based qHTS; stimulated with anti-CD3/CD4/CD28 beads; in transgenic mouse T cells | activation, % (series mostly up to about 46 µM) | 360,000 tested, 0.065% active | AID 652025; in the data active = activation above about 50%; inconclusive = mostly about 30% to 49%; also: 0% is about no effect
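Unstimulated transgenic mouse T cells preincubated 60 min with compound, then stimulated with anti-CD3/anti-CD4-coated beads plus anti-CD28 for 18 h at 37 degrees C. IL-2 response read as EGFP and DsRed fluorescence by plate cytometry.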
EPAC1 agonist: EPAC1 (human) agonism; O95398; EPAC1 agonist qHTS, biochemical assay; response scale: 100% = response to 6.5 mM cAMP; Potency, µM (highest dose often 154 µM), for the others: top-dose activation, most hits filed as activators; 360,000 tested, 0.073% active; AID 720707; also: potency is read from the fitted curve at half-maximal effect; nearly all actives have a fitted effect of over 60% in size
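Compounds were pinned as a concentration titration into mixtures of EPAC1 (100 nM), BODIPY-GDP-loaded Rap1B (250 nM) and GDP (50 uM). After 5 min at room temperature, fluorescence was followed for 30 min; activity was scaled to 6.5 mM cAMP.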
GLP1R cytotox: cytotoxic in the GLP-1 receptor inverse agonist counter-screen; HEK293 cAMP-luciferase reporter cells, luminescence, 24 h; Potency, µM (highest dose often 38.3 µM), inactives show at the highest dose activity change, negative = inhibition, most hits filed as inhibitors; 410,000 tested, 0.13% active;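 also: loss of luciferase light is scored as toxicity; potency is read from the fitted curve at half-maximal effect; % is scaled to controls: 0 for no effect and ±100 for the full control effect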
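Quantitative HTS format, 1536 wells, 200 cells/uL seeded. Compounds: 23 nL, 24 h, 37 °C. Detection: luciferase reagent, luminescence at 12 min RT; decreased signal taken as cytotoxic.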
PLK1 PBD block: PLK1 (human) polo-box domain binding inhibition; P53350; Plk1 PBD binding of FITC phosphopeptide, fluorescence polarization; Potency, µM, without a hit: max response, negative = inhibition, most hits filed as inhibitors; 360,000 tested, 2.8% active; AID 720504; also: potency is read from the fitted curve at half-maximal effect; series mostly up to about 57 µM; % is scaled to controls: 0 for no effect and ±100 for the full control effect; nearly all actives have a fitted effect of over 65% in size
Target sequence (P53350 whole entry, looked up, the tested form may be a part): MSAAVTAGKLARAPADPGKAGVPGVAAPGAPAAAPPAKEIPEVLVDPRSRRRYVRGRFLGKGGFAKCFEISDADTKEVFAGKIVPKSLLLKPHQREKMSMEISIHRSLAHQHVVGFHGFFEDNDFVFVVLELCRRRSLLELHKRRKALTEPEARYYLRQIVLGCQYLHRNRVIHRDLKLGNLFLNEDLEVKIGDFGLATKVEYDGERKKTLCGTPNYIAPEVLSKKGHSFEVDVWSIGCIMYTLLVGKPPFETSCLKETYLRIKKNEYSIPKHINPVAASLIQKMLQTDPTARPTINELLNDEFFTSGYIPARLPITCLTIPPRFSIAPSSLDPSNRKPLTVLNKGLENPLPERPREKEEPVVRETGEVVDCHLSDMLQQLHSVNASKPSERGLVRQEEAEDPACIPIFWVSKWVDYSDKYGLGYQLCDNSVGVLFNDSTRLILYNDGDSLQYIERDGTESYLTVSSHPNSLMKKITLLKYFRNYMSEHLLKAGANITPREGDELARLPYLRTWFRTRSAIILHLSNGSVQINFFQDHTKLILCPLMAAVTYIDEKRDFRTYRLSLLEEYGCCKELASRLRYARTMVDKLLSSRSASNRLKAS
Numbers without * were called inactive; i = inactive; ? = inconclusive; · = no result given; & = joins results of further samples; [ ] = remark or other dose. Unless noted, calls follow the shape of the dose curve; as a rule, active = well fitted curve in the direction sought with a large enough effect; inconclusive = small, poorly fitted or top-dose-only effect, or another doubt; inactive = no such curve, though single readings can be large; an effect the other way counts as inactive or inconclusive.

compound,PI5P4Ka inh,GLP1R inv ag,PTHR1 ag,EPAC1 antag,GLP-1R agonist,IL-2 act,EPAC1 agonist,GLP1R cytotox,PLK1 PBD block
O=C(Nc1ccccc1N1CCN(C(=O)c2ccc(Cl)cc2)CC1)c1cccc([N+](=O)[O-])c1,2,-27%,-58%,-12%,1%,-1.4,8%,-17%,-2%
O=C(Cn1c(=O)n(-c2ccc(F)cc2)c(=O)c2sccc21)c1ccccc1,-6,11%,-2%,3%,-47%[inhibitor],0.2,-8%,-6%,3%
COCCn1c(=NC(=O)c2cccs2)sc2cc(NC(C)=O)ccc21,-4,17%,-46%[inhibitor],0%,1%,-3.8,8%,3%,-6%
Cc1nn(CC(=O)Nc2ccc(Cl)cc2)c(=O)c2cc(-c3ccccc3)nn12,1,5%,26%,?,-3%,-0.7,6%,0%,-9%
CCCCNc1ncnc2c1cnn2Cc1ccc(Cl)cc1,0,?,-12%,-5%,4%,-1.2,4%,?,-2%
CSc1ncc(C(=O)Nc2ccc(Br)cn2)c(C)n1,?,-19%,i,1%,9%,-1.8,8%,-20%,-29%
O=C(CN(CC1CCCO1)C(=O)CNS(=O)(=O)c1ccccc1)NCc1ccco1 (stereo not given),0,-7%,-24%,11%,2%,-0.5,-1%,8%,3%
Cc1cccc(Nc2ccncc2S(N)(=O)=O)c1,-7,41%,-11%,-16%,12%,1.3,6%,14%,-8%
Cc1nc(N)sc1-c1csc(Nc2cccc(O)c2)n1,?,-5%,i,-19%,-1%,2.0,-3%,6%,?
COc1ccccc1CC(=O)Nc1ccc2c(c1)C(=O)NC2=O,4,-1%,i,7%,-5%,-0.2,-11%,-3%,4%
O=C(O)C1CC(=O)N(Cc2cccnc2)C1 (stereo not given),·,2%,-18%[57.5 µM],-11%,-1%,4.0,8%,27%,-3%
CCc1ccccc1NC(=O)CN1CCN(C(=O)c2ccc(OCc3cn4ccccc4n3)cc2)CC1,0,10%,-17%,1%,6%,0.4,4%,19%,-4%
S=c1[nH]nc(-c2ccncc2)n1/N=C/C(Cl)=C\c1ccccc1,?,-9%,-42%[inhibitor],-23%,-3%,-0.2,-3%,?,6.7µM*
CCC(C)NC(=O)c1ccc(CS(=O)(=O)Cc2ccc(Cl)cc2)o1 (stereo not given),·,5%,-9%,5%,7%,3.4,-3%,-3%,-1%
COc1c2c(c(OC)c3ccccc13)[C@]1(OC2)O[C@H](CCO)C[C@H](O)[C@H]1O,-7,24%,30%,-3%,-1%,-0.4,-17%,4%,-8%
COC(=O)c1ccc(/C=N\NC(=O)CC(=O)NCCc2ccccc2)cc1,-2,1%,i,-11%,7%,-3.7,6%,6%,?
Nc1c(C(=O)c2ccccc2)sc(Nc2ccccc2)c1S(=O)(=O)c1ccccc1,3,-18%,-27%,-8%,2%,0.1,7%,0%,-15%
O=c1cc(O)c2sc3nc(-c4ccccc4)cc(C(F)(F)F)c3c2[nH]1,-24,10%,i,5%,-14%,0.1,1%,28%,-21%
CN(CCc1ccccn1)C(=O)CC1C(=O)NCCN1Cc1ccc(-c2ccccc2)cc1 (stereo not given),10,-2%,-11%,2%,3%,0.0,-3%,-7%,-8%
CCOC(=O)CN1C(=O)N[C@H](c2ccc(Br)cc2)C(C(C)=O)=C1C,-15,-5%,-33%[inhibitor],-14%,-2%,0.4,-8%,-2%,-24%
CC(C)c1ccccc1NC(=O)Cn1c(-c2ccccc2Cl)nc2ccccc21,-3,?,i,25%,6%,1.8,-6%,-3%[1.53 µM],7%
C/C(=C\C(=O)c1ccncc1)Nc1ccccc1O,6,-9%,i,-3%,-1%,0.2,9%,11%,-5%
O=C(COC(=O)c1ccc(S(=O)(=O)N2CCCCCC2)cc1)NCc1ccc(Cl)cc1,-2,-7%,-28%,5%,-7%,-0.4,9%,-7%,5%
CC1(C)CC2(CCO1)OC(=O)CC2C(=O)Nc1ccc(Cl)cc1[N+](=O)[O-] (stereo not given),-6,5%,-2%,4%,0%,0.0,-2%,10%,-7%
CCN(CC)c1ccc(NC(=O)CCCN2C(=O)C(c3ccccc3)Oc3cccnc32)c(C)c1 (stereo not given),·,20%,-30%,·,1%,·,·,0%,·
O=C(COC(=O)c1ccccc1Cl)Nc1cccnc1Cl,1,11%,-29%,-4%,2%,-0.3,2%,3%,-6%
CC1CCCN(CCCNC(=O)c2coc3nc4ccccc4nc23)C1 (stereo not given),5,5%,-12%[57.5 µM],?,5%,0.3,0%,34%[activator],-5%
Cc1cc(C)c2c(n1)nn1c(N3CCN(Cc4ccccc4)CC3)cc(C)nc21,0,-3%,-32%,-3%,1%,6.9,-2%,67%[activator],-16%
C=CCNC(=O)C1CC(=O)N(c2ccc(C)cc2)C1 (stereo not given),3,-6%,-12%,-7%,-1%,-2.4,3%,-10%,3%
Cc1cccc(-n2c3nc(=O)n(C)c(=O)c-3cc3ccc(Cl)cc32)c1C,·,1%,-18%,·,1%,·,·,13%,·
CCCCN(CC)CCNC(=O)c1nn(-c2ccc(OC)cc2)c(=O)c2c1c1ccccc1n2C,6,-12%&-15%,2%&-4%,-1%,10%,-1.8,19%,2%&0%,-17%
CCOc1ccc(N(C)C(=O)CCc2nnc3ccc(N4CCOCC4)nn23)cc1,0,58%[activator],?,0%,-4%,-1.9,6%,-1%,-12%
COCCNc1ccc(-c2n[nH]c(=O)c3ccccc23)cc1[N+](=O)[O-],0,49%[activator],-63%[inhibitor],8%,1%,0.4,-9%,0%,2%
COc1ccc(S(=O)(=O)n2nc(OC(=O)c3ccccc3Br)cc2N)cc1,14,-18%,-3%[57.5 µM],-14%,-17%,-2.0,-5%,-16%,-20%
COC(=O)c1c(-c2ccccc2)csc1NC1=NS(=O)(=O)c2ccccc21,11,17%,-7%,-1%,1%,-0.7,7%,-8%,1%
Nc1cc(S(=O)(=O)C(F)(F)F)ccc1C(=O)O,6,7%,-39%[57.5 µM],-20%,1%,0.1,-3%,2%,-5%
CC1CCCCC1N=CC1=C(O)CC(C)(C)CC1=O (stereo not given),·,47%[activator],3%[57.5 µM],4%,-2%,-0.4,-5%,3%,3%
O=C(Cn1cnc2ccccc2c1=O)N1CCN(Cc2ccc3c(c2)OCO3)CC1,2,4%,-10%[57.5 µM],5%,-2%,-0.3,0%,-4%,-8%
O=C(COC(=O)c1cnccn1)N=c1sccn1Cc1ccccc1Cl,9,9%,i,-5%,-1%,-0.9,4%,-3%,-6%
O=c1n(CCCN2CCN(c3cccc(Cl)c3)CC2)nc2ccccn12,0,1%,-21%,1%,-2%,0.7,-14%,-3%,0%
Cc1ccc(NC(=O)COc2ccc(Br)cc2CO)cc1,·,-1%,i,6%,2%,0.1,-8%,3%,-5%
CCn1nc(C(=O)NNC(=O)COc2ccccc2C)c2ccccc2c1=O,14,6%,-16%,-23%,2%,2.0,0%,5%,4%
CCOC(=O)c1cnc2ccc(OCC)cc2c1NCc1cccnc1,3,-2%,-78%[inhibitor],-9%,1%,-0.9,-28%,?,-3%
O=C(/C=C/c1ccc2c(c1)OCO2)Nc1nc2ccccc2s1,4,-21%,i,-21%,3%,0.2,-4%,77%[activator],-7%
COC(=O)c1cccc(OCCCN2CCC(C(O)(c3ccccc3)c3ccccc3)CC2)c1,16,?,i,-26%,-1%,-0.8,0%,?,-2%
O=C(c1cc2ccccc2o1)N1CCN(C/C=C/c2ccccc2)CC1,3,11µM*,-31%[inhibitor],-9%,9%,-0.8,3%,4%,-2%
Cc1ccc(CNC(=O)C2CC3Cn4c(nc5ccccc54)C3N2C)o1 (stereo not given),-28,26%,-23%,0%,-5%,-0.3,7%,9%,7%
O=C(O)CSCC(=O)Nc1ccc(-c2nc3ccccc3s2)cc1,?,-18%,-6%,-8%,-1%,-0.5,10%,3%,9.5µM*
NS(=O)(=O)c1ccc(NN=C2CCCCC2)c([N+](=O)[O-])c1,-3,7%,i,0%,7%,-0.8,0%,4%,-9%
C=Cc1ncc(OC)c2c1[nH]c1ccccc12,-4,?,-79%[inhibitor],-27%,1%,-3.0,5%,-29%,-11%
Cc1ccsc1C(=O)N1CCN(S(=O)(=O)c2cccc(F)c2)CC1,0,-27%,i,-1%,0%,0.2,4%,-5%,-5%
O=C(COc1ccc(S(=O)(=O)N2CCOCC2)cc1)NCCc1ccccc1,5,14%,i,-4%,7%,1.4,4%,-20%,5%
COc1ccccc1-c1cc(C(=O)Nc2ccccc2SC)no1,·,-7%,-4%[57.5 µM],7%,-13%,1.9,-2%,1%,-20%
CCn1c(SCc2nc3ccccc3[nH]2)nnc1-c1ccc(OC)cc1,·,0%,i,15%,-11%,0.2,-6%,-4%,-5%
Cc1ccc(N2CC(C(=O)NCc3cccs3)CC2=O)cc1C (stereo not given),2,-25%,i,2%,-2%,0.3,4%,-7%,-2%
Cc1ccc2nc(N(CCN(C)C)C(=O)c3cc(Cl)sc3Cl)sc2c1,20,?,-21%,2%,-10%,-3.3,-1%,14%,-3%
CCOC(=O)c1cc(CC)sc1NC(=O)Cc1ccccc1,·,?,-29%,-1%,23%,1.0,21%,0%,-18%
O=C(c1ccncc1)N1N=C(C2CCCCC2)CC1(O)C(F)(F)F (stereo not given),1,?,i,-2%,10%,-0.5,-9%,-16%,0%

An excerpt; count on the stated rates, not on these rows.
